PfG6PD inh = PfG6PD (Plasmodium falciparum) enzyme inhibition; PfGluPho enzyme, NADPH resazurin-diaphorase fluorescence; inhibition, % at 20 µM; hit rate 0.78% among 350,000; AID 504690;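 active = inhibition reaching at least a set limit at 20 µM in the primary screen, cut at about 59% in these data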;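 note: 0% = DMSO wells with substrate and 100% = DMSO wells lacking glucose-6-phosphate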
SENP8 block-1 = blocks the human protease SENP8. Q96LD8. purified SENP8, Z-RLRGG-aminoluciferin cleavage, luminescence. inhibition, % at 10 µM. hit rate 1.2% among 330,000. AID 2540; in the data active = inhibition above about 50%
Target sequence (Q96LD8 whole entry, looked up): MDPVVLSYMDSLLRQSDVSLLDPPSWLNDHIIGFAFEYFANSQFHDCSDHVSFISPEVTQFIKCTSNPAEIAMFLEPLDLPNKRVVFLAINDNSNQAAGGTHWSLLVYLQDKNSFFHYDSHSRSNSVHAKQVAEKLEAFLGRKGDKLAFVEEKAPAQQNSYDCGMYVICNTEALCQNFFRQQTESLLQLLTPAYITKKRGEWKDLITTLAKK
beta cell repl = inducers of beta-cell replication in MIN6 cells; MIN6 cells proliferation, ATPlite luminescence, 48 h; cells starved in 0.2% serum; 100% = growth in 10% serum; proliferation, % at 10 µM; hit rate 0.29% among 330,000; AID 2380;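 active = compounds whose signal lies at least 3.5 SD above the mean of all wells on their plate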;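 note: 0% = DMSO-treated cells in low-serum medium and 100% = 10% serum control; some compounds called inactive have numbers as strong as hits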
SENP7 inh = blocks the human protease SENP7; Q9BQF6; hit rate 1.5% among 330,000; recombinant SENP7, Z-RLRGG-aminoluciferin luminescence, 40 min; inhibition, % at 5 µM;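 active = inhibition above about 50% at the single test dose, limit read from the data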;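 note: plate controls were DMSO with enzyme for no effect and no enzyme buffer wells for full effect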
SENP8 block-2 = inhibitors of human SENP8 protease | AID 602440 | recombinant SENP8, Nedd8 substrate fluorescence | Q96LD8 | hit rate 0.64% among 360,000 | inhibition, % at 20 µM; in the data active = inhibition mostly above about 40%, no sharp cut-off; inactive = mostly below about 27%
SENP1 inh = inhibitors of human SENP1 SUMO protease catalytic domain. recombinant SENP1 catalytic domain, CyPet-SUMO1-YPet FRET cleavage. inhibition, % at 10 µM. hit rate 0.21% among 360,000. AID 624204;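 active = inhibition at least 30% at 10 µM, raw YFP signal under a set limit, fluorescence ratio 0.5 to 1.5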;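 note: 0% = enzyme with DMSO and 100% = no enzyme wells; some results filed as inactive read as strong as hits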
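Test system: hSENP1 catalytic domain, recombinant; Amount: 20 pM final SENP1 enzyme; Medium: Tris pH 8 buffer plus EDTA, NaCl, BME, BSA, NP40, catalase; Schedule: 50 min enzyme reaction, room temperature, light-protected; Technique: FRET fluorescence in CFP and YFP emission channels; Controls: no-enzyme wells low, DMSO-plus-enzyme wells high control.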
SENP6 block = SENP6 protease inhibition. Q9GZR1. Recombinant SENP6 catalytic domain, aminoluciferin luminescence. inhibition, % at 10 µM. hit rate 1.8% among 330,000;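 active = inhibition above about 50% at the single tested dose, limit read from the data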;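 note: plate controls were DMSO wells with enzyme for no effect and DMSO wells lacking enzyme for full effect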
UBC13 inh = blocks human UBC13 polyubiquitin chain formation | P61088 | TR-FRET | inhibition, % at 20 µM | hit rate 0.47% among 330,000 | AID 485273; in the data active = inhibition above about 45%, passing the limit was not always enough
HKDC1 inh = HKDC1 (human) hexokinase inhibition. inhibition, % at 20 µM. AID 493160. hit rate 0.16% among 340,000. recombinant HKDC1, G6PDH/diaphorase resazurin coupled fluorescence;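 active = inhibition above about 35% when tested at 20 µM, limit read from the data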;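 note: plate controls were DMSO wells with enzyme for no effect and DMSO wells lacking enzyme for full effect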
Target sequence (Q2TB90 whole entry, looked up): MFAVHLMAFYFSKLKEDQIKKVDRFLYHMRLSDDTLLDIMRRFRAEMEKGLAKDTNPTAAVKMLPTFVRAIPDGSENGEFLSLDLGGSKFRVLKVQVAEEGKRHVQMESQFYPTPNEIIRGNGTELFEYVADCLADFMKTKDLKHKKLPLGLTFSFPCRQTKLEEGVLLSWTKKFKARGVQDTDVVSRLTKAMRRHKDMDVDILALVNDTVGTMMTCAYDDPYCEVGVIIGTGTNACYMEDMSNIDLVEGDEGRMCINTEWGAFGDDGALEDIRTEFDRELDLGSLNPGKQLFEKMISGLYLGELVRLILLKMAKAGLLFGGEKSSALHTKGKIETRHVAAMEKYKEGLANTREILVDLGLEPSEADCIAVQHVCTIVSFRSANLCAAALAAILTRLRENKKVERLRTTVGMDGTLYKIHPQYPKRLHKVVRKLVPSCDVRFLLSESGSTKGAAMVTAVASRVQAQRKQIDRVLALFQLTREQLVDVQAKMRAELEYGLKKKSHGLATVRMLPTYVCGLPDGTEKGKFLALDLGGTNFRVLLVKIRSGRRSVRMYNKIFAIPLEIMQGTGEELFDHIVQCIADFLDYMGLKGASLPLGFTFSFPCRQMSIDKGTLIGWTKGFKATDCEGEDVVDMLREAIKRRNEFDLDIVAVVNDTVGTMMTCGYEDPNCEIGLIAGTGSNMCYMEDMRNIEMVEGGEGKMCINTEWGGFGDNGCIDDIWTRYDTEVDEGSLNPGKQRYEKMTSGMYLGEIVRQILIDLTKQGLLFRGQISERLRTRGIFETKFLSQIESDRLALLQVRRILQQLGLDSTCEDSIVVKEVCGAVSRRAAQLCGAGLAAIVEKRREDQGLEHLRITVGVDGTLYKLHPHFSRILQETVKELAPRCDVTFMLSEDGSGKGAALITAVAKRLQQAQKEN
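System: Recombinant HKDC1 hexokinase | Amount: HKDC1 at 5 µg/mL | Reagent: Glucose with 1 mM ATP | Doses: Single 20 µM dose | Incubation: Reaction time 90 min, room temperature, protected from light | Signal: Coupled resazurin fluorescence, excitation 525 nm, emission 613 nm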
* hit, by the source's call; . = not tested or not shown.

Screens in order – SENP7 inh	HKDC1 inh	SENP1 inh	SENP8 block-1	PfG6PD inh	SENP6 block	beta cell repl	SENP8 block-2	UBC13 inh
Cc1ccc(Nc2c3c(nc4ncnn24)CC(C)CC3)cc1 (stereo not given)
 : -1	-5	1	1	-9	-13	-2	5	8
Cc1ccc(C)c(C(=O)COC(=O)c2cc([N+](=O)[O-])ccc2N2CCOCC2)c1
 : -2	3	-3	-11	24	-5	7	10	-10
COc1ccc(CC(=O)Nc2ccc3c(c2)CCC3)cc1S(=O)(=O)N1CCOCC1
 : 4	0	-1	5	6	-13	0	12	6
O=C(OCc1cccc2ccccc12)c1ccc2c(=O)[nH]c(CN3CCOCC3)nc2c1
 : .	-4	0	.	-12	.	.	19	.
COC(=O)CN1C(=O)[C@H]2[C@@H](c3ccc(C)o3)N3C(=O)CN(Cc4ccccc4)C(=O)[C@@]3(Cc3ccccc3)[C@H]2C1=O
 : -4	-2	-8	-12	-4	-8	-1	-20	-16
CCCCN1C(N)=NC[C@@H]1c1ccccc1
 : -3	0	-1	-1	-14	-6	2	18	-1
CC(Sc1nnc(-c2cccnc2)o1)C(=O)NC1CCCCC1 (stereo not given)
 : 4	-3	-1	-6	-3	-2	3	1	-1
C=Cc1ccc(Cn2c(=O)n(C)c(=O)c3sccc32)cc1
 : -7	-5	3	-6	5	-24	0	13	11
COc1cccc(C2CC(c3cccs3)=NN2C(=O)CSC2=NN3CCCC(=O)N=C3S2)c1OC (stereo not given)
 : -11	9	-1	-15	10	-22	-2	-237	0
O=C(Nc1ccc(CN2CCCCC2)cc1)c1cccc(F)c1
 : -2	-5	4	-3	-11	-10	0	0	-2
Nc1nonc1C(=O)OCC(=O)N1CCCCC1
 : -4	-6	-3	-1	-1	18	1	20	0
Oc1c(CN2CCCC(C(F)(F)F)C2)cc(Cl)c2ccccc12 (stereo not given)
 : 14	20	-13	16	34	9	-5	-246	-4
Cc1ccc(NC(=O)COC(=O)CCc2c(C)nc3nc(N)nn3c2C)cc1C
 : -2	4	-15	-1	2	-7	-1	-118	-5
Cc1sc2nc3c4ccccc4c(NCc4ccco4)nn3c(=O)c2c1C
 : 76*	10	-54	71*	40	72*	-7	-485	-13
CC(C)CCNC(=O)CCCc1ccccc1
 : 1	-3	1	0	-6	-4	-1	3	0
CCOc1ccc(C2CC(=O)N(Nc3ccc([N+](=O)[O-])cc3[N+](=O)[O-])C2=O)cc1 (stereo not given)
 : 0	2	4	0	-4	-15	2	39	-7
CCOC(=O)N1CCC(Nc2c(NCCCN3CCN(CC)CC3)c(=O)c2=O)CC1
 : -13	0	-1	2	10	-1	-1	20	-10
CSCCC(NC(C)=O)C(=O)OCC(=O)N(c1ccccc1)c1ccccc1 (stereo not given)
 : -2	3	3	-5	5	-2	-4	23	-14
O=C(O)C(Cc1c[nH]c2ccccc12)N1C(=O)C2C3c4ccccc4C(c4ccccc43)[C@@H]2C1=O (stereo not given in full)
 : 4	0	0	3	-15	20	-1	10	1
CC(C)(C)OC(=O)C[C@@H]1C/C=C\C[C@@H](CC(=O)N[C@@H](CO)Cc2ccccc2)C(=O)N2CCC[C@H]2COC1=O
 : 0	-4	1	7	-5	-2	-3	9	11
CC(=O)c1c(N2CCN(c3ccccn3)CC2)nc(=S)n(-c2ccccc2)c1C
 : 4	-5	-54	-1	13	17	-1	10	-1
CCCCc1nc(NCCO)c(C#N)c2c1CCCC2
 : -5	0	-1	3	-5	21	2	-417	7
Cc1ccc(SCC(=O)Nc2oc(C)c3c(C)n[nH]c(=O)c23)cc1C
 : 8	4	-2	2	15	1	2	11	-2
CC(=O)Nc1ccc(NC(=O)CSc2ccc(C)cc2)cc1
 : -5	2	2	-4	-13	-15	0	14	0
Cc1cc(=O)[nH]c(NN=Cc2cc(Br)ccc2O)n1
 : .	-38	-28	.	-24	.	.	-460	.
O=C(Nc1ccccc1Cl)c1cnccn1
 : -1	6	-3	5	-6	11	-2	8	5
O=C(O)c1ccc(S(=O)(=O)N2CCCC2)cc1
 : 0	-5	1	4	8	18	-2	8	1
CC(NCc1cc(Br)ccc1OCC(N)=O)C12CC3CC(CC(C3)C1)C2 (stereo not given)
 : 2	1	-5	-1	10	16	-4	10	5
CCC(=O)c1ccc(OCc2ccc(C(=O)OC)cc2)cc1
 : 4	-2	2	-3	-8	1	-4	8	-3
CCOc1ccc(N(Cc2cc3ccc(C)cc3[nH]c2=O)C(=O)COC)cc1
 : 0	-3	1	2	0	20	1	-51	-6
CCS(=O)(=O)N1CCC(C(=O)Nc2ccc3c(c2)CCC3)CC1
 : 4	-5	0	5	9	10	1	-5	-2
O=C(Oc1ccccc1)N1CCCC1
 : -1	-2	1	-15	-7	-34	-3	14	2
CCOC(=O)C1=NN(c2ccccc2)C2=NC(C)=C(C(=O)OC)C(c3cccs3)N12 (stereo not given)
 : 3	3	1	4	3	1	4	25	-9
COC(=O)C1=C(C)NC(=S)NC1c1sccc1C (stereo not given)
 : 4	-2	0	-2	5	-21	2	4	0
Cc1ccnc(Nc2nc(-c3ccc(O)c(O)c3)cs2)c1
 : -15	-1	1	12	32	3	-5	14	1
Cc1nn(CC(=O)NCc2cccnc2)c(C)c1[N+](=O)[O-]
 : 7	-5	0	-1	-9	-3	4	10	4
O=C(COC(=O)c1ccccc1OC(F)F)Nc1ccc(N2CCCCC2)cc1
 : -5	4	-1	-3	-10	-9	-1	10	7
Nc1n[nH]c(-c2ccc([N+](=O)[O-])cc2[N+](=O)[O-])n1
 : -5	-5	2	-9	-18	8	-4	15	-15
COc1ccc(S(=O)(=O)N2Cc3ccccc3CC2C(=O)N2CCOCC2)cc1 (stereo not given)
 : 4	-7	1	2	-7	0	-1	14	0
O=c1c2ccccc2oc2cc(Br)ccc12
 : .	-2	-5	.	0	.	.	0	.
COc1ccc2nc(SCC(=O)Nc3ccc4[nH]c(=O)[nH]c4c3)[nH]c2c1
 : -7	18	-3	-3	41	-9	0	7	-5
O=[N+]([O-])c1ccc(NC(=S)N2CCN(c3ccccn3)CC2)cc1
 : 3	-1	-1	-5	19	-8	-3	32	-1
CCN(c1ccc(OC)cc1)S(=O)(=O)c1nnc(NC(=O)C(C)C)s1
 : -5	0	1	9	-16	6	2	16	-2
CCOC(=O)C1C(c2ccccc2)N(C)OC1(O)C(F)(F)F (stereo not given)
 : 0	-4	1	7	10	-16	3	2	6
CC(=O)N1N=C(c2ccccc2O)OC1(C)CC(=O)Nc1ccccc1 (stereo not given)
 : 1	-6	1	-4	-18	-29	3	-62	-7
COC(=O)C1CN(C(=O)C(C)Oc2ccc(C(C)C)cc2)c2ccccc2O1 (stereo not given)
 : 5	4	2	0	9	-21	1	7	1
CN(C)CCCNC(=O)c1ccc(-c2cc(O)c3ncccc3c2)cc1
 : -7	-3	0	-6	13	-17	-4	10	112*
CC(=O)c1ccc2c(c1)Cc1cc(C(C)=O)ccc1-2
 : 6	-4	-1	-14	-8	-11	0	2	16
N#Cc1c(SCC(N)=O)nsc1SCc1ccc(Cl)cc1
 : -6	11	2	-12	-13	-7	-2	26	-4
CCc1ccc[n+](-c2[nH]c(=O)sc2/C=N/N=C(\[O-])c2ccncc2)c1
 : 1	1	2	2	3	-7	-2	9	-20
CCOC(=O)c1c(C)nn(-c2ccc(NC(=O)c3cccs3)cc2)c1C
 : -6	-8	-1	-8	8	-6	-3	0	-2
Cc1sc2nc(SC(C)C)nc(N)c2c1C
 : -5	-3	0	10	-3	5	0	-2	-6
CC1CC(C)CN(S(=O)(=O)c2cc3c4c(c2)CCN4C(=O)CC3)C1 (stereo not given)
 : -11	6	0	0	-3	3	0	8	-9
COC(=O)c1ccccc1N1C(=O)[C@@H]2C(c3ccc(F)cc3)=NO[C@@H]2C1=O
 : -4	-8	-1	0	-15	1	-1	1	6
COc1ccc(CN2CCC3CC2c2cc(Cl)ccc23)cc1 (stereo not given)
 : .	0	-1	.	-4	.	.	11	.
O=C(CCc1ccncc1)NC1CCCc2c1cnn2-c1cc(F)cc(F)c1 (stereo not given)
 : -14	0	1	-7	-12	-11	-3	3	1
Cn1cccc1C(=O)NC1CCCCCC1
 : 15	-3	-1	10	7	16	-2	1	11
CC(OC(=O)CCc1nc2ccccc2c(=O)[nH]1)C(=O)c1ccc(C(C)(C)C)cc1 (stereo not given)
 : -2	4	-3	-8	9	-26	-6	4	-10
COC(=O)c1cc(NC(=O)C2CC2)cc(C(=O)OC)c1
 : 1	0	0	0	-1	-8	-1	18	7
Cn1c(SCc2nn[nH]n2)nc2c1c(=O)n(Cc1ccccc1Cl)c(=O)n2C
 : 14	-5	-1	-4	14	-3	1	19	-4

One compound at a time (already shown).
COC(=O)c1ccccc1N1C(=O)[C@@H]2C(c3ccc(F)cc3)=NO[C@@H]2C1=O in the list: SENP7 inh: -4; HKDC1 inh: -8; SENP1 inh: -1; SENP8 block-1: 0; PfG6PD inh: -15; SENP6 block: 1; beta cell repl: -1; SENP8 block-2: 1; UBC13 inh: 6
COc1ccc2nc(SCC(=O)Nc3ccc4[nH]c(=O)[nH]c4c3)[nH]c2c1 in the list: SENP7 inh: -7; HKDC1 inh: 18; SENP1 inh: -3; SENP8 block-1: -3; PfG6PD inh: 41; SENP6 block: -9; beta cell repl: 0; SENP8 block-2: 7; UBC13 inh: -5

Other structures follow:
Screens in order – SENP7 inh	HKDC1 inh	SENP1 inh	SENP8 block-1	PfG6PD inh	SENP6 block	beta cell repl	SENP8 block-2	UBC13 inh
CCOc1ccc(C2OCCC(C)O2)cc1OC (stereo not given)
 : .	0	2	.	-10	.	.	13	.
COc1ccc(NC(=O)CSc2nnc(-c3cc(C)[nH]n3)n2N)cc1OC
 : 11	-7	-1	-7	11	-8	2	10	-4
Cc1ccc(S(=O)(=O)CCC(=O)NCc2ccco2)cc1
 : -3	-6	-1	2	2	-6	0	23	7
Cc1ccc(CC2CC(=O)N(c3cc(C)on3)C2=O)cc1 (stereo not given)
 : 13	-1	2	-4	-5	8	-2	0	-5
COc1ccc(CNC(=O)C2CCN(c3cc(C(=O)Nc4cccc(OC)c4)ccn3)CC2)cc1
 : 5	-4	-8	-5	4	-2	-1	-302	1
CCN(CC)S(=O)(=O)c1csc(C(=O)OCC(=O)c2ccccc2)c1
 : 3	-1	0	-6	-9	-14	0	9	6
COc1ccc(C2/C(=C(/O)c3ccc4c(c3)CC(C)O4)C(=O)C(=O)N2CCN2CCOCC2)cc1OC (stereo not given)
 : -2	-4	1	-3	3	-7	-2	4	-3
O=C(c1ccc(CSc2ccccc2)cc1)N1CCN(c2ccccc2)CC1
 : 4	0	1	-8	6	-48	-2	8	-1
CCCNC(=O)C(=O)N/N=C/c1cccs1
 : 2	-6	3	2	-1	-13	2	11	1
Cc1nnsc1S(=O)c1ccc(F)cc1 (stereo not given)
 : 4	-3	1	1	-3	6	-2	10	-3
CC(C)C(C(=O)NCC1CCCO1)N(CC1CCCO1)C(=O)CNS(=O)(=O)c1ccccc1 (stereo not given)
 : 4	-6	3	4	-6	-14	-2	12	-3
COCCOC(=O)c1c(C)oc2ccc(OCc3ccccc3)cc12
 : 0	-2	2	-10	11	-15	-3	3	-7

A few values from the list.
SENP7 inh with CC(C)C(C(=O)NCC1CCCO1)N(CC1CCCO1)C(=O)CNS(=O)(=O)c1ccccc1 (stereo not given) is entered as 4
PfG6PD inh with Cc1ccc(CC2CC(=O)N(c3cc(C)on3)C2=O)cc1 (stereo not given) is entered as -5
PfG6PD inh with CCOc1ccc(C2OCCC(C)O2)cc1OC (stereo not given) is entered as -10
HKDC1 inh with COc1ccc(NC(=O)CSc2nnc(-c3cc(C)[nH]n3)n2N)cc1OC is entered as -7

Compound activity: PubChem, Sanford-Burnham Center for Chemical Genomics

Hits appear at their usual frequency; overall some 4% were active at least once.
